# bCat nuc transl – modulators of beta-catenin nuclear translocation, primary screen, imaging, HeLa cells, immunofluorescence, high-content | 0.3% of 190,000 active | nuclear translocation activity, % at 5 µM;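 active = nuclear translocation activity above 50% at 5 µM, with a well cell count of 50 or more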;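 note: per-cell ratio of nuclear to cytoplasmic median beta-catenin stain intensity; plate controls were DMSO negative control for no effect and GSK-3 inhibitor IX positive control for full effect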
#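 System: HeLa cells, endogenous beta-catenin; compound dosing: 5 µM primary single dose, 0.1% DMSO, 0.02–20 µM confirmation series; incubation: 24 h compound exposure at 37°C, 5% CO2; signal: beta-catenin immunofluorescence imaging with DAPI; evaluation: % activation, nuclear-to-cytoplasmic median beta-catenin signal ratio per cell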
# Lipid droplet – inhibitors of hepatocyte lipid droplet formation, primary screen, imaging, high-throughput imaging, BODIPY stain. AML12 mouse hepatocytes, oleate lipid droplets. inhibition, % at 6.5 µM. 0.4% of 240,000 active. AID 1656, 2009;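 active = lipid droplet intensity inhibited by at least 50%, with more than 500 cells counted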
#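 Assay system: AML12 hepatocytes (mouse) / Also added: 100 µM oleic acid challenge / Times: overnight treatment with compound plus oleate / Detection: high-content imaging of BODIPY-stained droplets and DAPI nuclei / Evaluation: % inhibition of lipid droplet signal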
# PMI inhibition – human PMI inhibitors, high substrate, primary screen, biochemical, fluorescence intensity, high mannose 6-phosphate (AID 1220) | recombinant PMI enzyme, coupled fluorescence intensity; higher % means a stronger effect | inhibition, % at 20 µM, or IC50 in µM where a hit was titrated | 0.66% of 190,000 active
# Insulin prom up – insulin promoter activators in MIN6 cells, imaging, high-content screening, mouse beta cells. MIN6 insulin promoter-GFP reporter; active compounds read high. z-score at 5 µM. 0.3% of 190,000 active. AID 1625, 2009;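 active = z-score above 3 at 5 µM with at least 500 cells counted in the well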
# T cell modulator – modulators of CD8 T cell-vesicle binding, primary screen, mouse 2C CD8+ T cells, flow cytometry | 0.068% of 330,000 active | 2C CD8+ T cell-vesicle binding; active compounds read low | calls only at 7 µM;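 active = response, share of CD8 T cells binding vesicles, and their 90th percentile fluorescence all below set limits, cut at about 80% in these data, passing the limit was not always enough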
#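 Also added: QL9-peptide-loaded Drosophila micro-vesicles bearing Ld, ICAM-1 and B7-1; Test system: purified 2C TCR transgenic mouse naive CD8+ T cells; Measured by: cytometric PE anti-B7-1 and Alexa647 anti-CD8 signals after 1% paraformaldehyde fixation; Timing: binding step 1.5 h, 37 °C, antibody labelling 20 min, ice.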
# MT stabilize HCS – microtubule stabilizers in HeLa cells, primary screen, imaging, high-content imaging. 0.83% of 200,000 active. HeLa tubulin immunostaining HCS, 24 h; share of cells brighter than vehicle mean+2SD. % tubulin-high responders, % at 10 µM;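 active = plate Z-score above 3 for both tubulin-high and condensed-nucleus cell shares, with cell loss under 80%, at 10 µM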;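 note: anti alpha tubulin signal scored within the nucleus-defined area of each cell; some results filed as inactive read as strong as hits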
# human PMI inhibition – inhibitors of human PMI, primary screen, biochemical, fluorescence intensity, coupled assay (AID 1209); Mannose-6-phosphate isomerase (Homo sapiens); purified PMI enzyme, coupled fluorescence intensity; higher % means a stronger effect; one-dose inhibition, % at 20 µM; IC50 in µM for titrated hits; 0.42% of 190,000 active;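 note: plate controls were DMSO vehicle for no effect and wells lacking substrate for full effect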
# TNAP activators – human TNAP enzyme activators, primary screen, biochemical, luminescent, no phosphate acceptor, uHTS (AID 1001) | 0.03% of 200,000 active | purified TNAP, luminescent activation assay, no phosphate acceptor; higher activation fold means a stronger effect | one-dose activation fold at 20 µM; EC50 in µM for titrated hits | Alkaline phosphatase, tissue-nonspecific isozyme (Homo sapiens); in the data active = activation fold from about 3, or a potency from the dose series; inactive = the rest, 99 in 100 with activation fold below about 1.6; note: many of its hits are not listed in these tables
# Autophagy HCS – autophagy modulators in MEF cells, primary screen, imaging, high-content, MEF GFP-LC3 | MEF GFP-LC3 puncta imaging; test concentration mostly 10 µM | calls only at 10 µM (by protocol) | 0.98% of 190,000 active | AID 463193, 2010;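 active = percentage of spot-positive cells more than 3 SD above its plate mean, without a fluorescence outlier flag or 80% toxicity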;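 note: spot-positive cell cutoff set from DMSO-treated cells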
# Insulin prom up cell count – further read-out of Insulin prom up, marked with its call; cell count; measured here: cytotoxicity, nuclei count;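 total cells summed across four imaged fields per well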
# Lipid droplet cells 6.5 µM – further read-out of Lipid droplet, marked with its call; cell count; measured here: cell count, cytotoxicity flag;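 cells counted across two imaged fields per well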
# bCat nuc transl cell count 5 µM – also measured in bCat nuc transl; calls as there; cell count; measured here: cell count, cytotoxicity flag
# T cell modulator vesicle-bound % – second read-out of T cell modulator, no call of its own (marks repeat the call); double positive events, %; measured here: CD8+ vesicle-bound cell fraction;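 binding gate set so that unloaded-vesicle control wells show 10% double positive cells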
# MT stabilize HCS Hoechst-high % – further read-out of MT stabilize HCS, marked with its call; % Hoechst-high responders; measured here: nuclear condensation Hoechst responders;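 share of cells brighter than vehicle mean plus two SD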
# MT stabilize HCS cytotoxicity % – also measured in MT stabilize HCS; calls as there; toxicity, %; measured here: cytotoxicity by cell density;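 0% = mean cell density of plate MIN control wells and 100% = no cells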
# Autophagy HCS cell loss 18 h – also measured in Autophagy HCS; calls as there; toxicity, %; measured here: cell loss, nuclei count;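 cell loss after 18 h compound exposure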
# * marks the source's active call; other numbers are inactive results; i = inactive; . = not tested or not shown; + = active, no number; & = joins results of further samples. Cut-off read from the data, not from the text of the source, unless noted: active = inhibition above about 50%; inactive = the rest.
Molecule	Insulin prom up	PMI inhibition	T cell modulator	bCat nuc transl cell count 5 µM	bCat nuc transl	TNAP activators	MT stabilize HCS	human PMI inhibition	MT stabilize HCS Hoechst-high %	Autophagy HCS cell loss 18 h	Autophagy HCS	Insulin prom up cell count	Lipid droplet	Lipid droplet cells 6.5 µM	T cell modulator vesicle-bound %	MT stabilize HCS cytotoxicity %
CC1(C)N=C(N)NC(Nc2ccc(Br)cc2)=N1	.	3.7%	i	1088	0.0	1	2.6	8.7%	2.0	28.8	i	.	-3.4	754	45.3	5.0
CC1(C)CC(=O)C(CCC(=O)c2ccccc2)C(C)(C)N1 (stereo not given)	0.83	-7.1%	i	1404	0.5	1.1	1.4	-5.4%	2.5	32.3	i	1614	.	.	33.0	13.0
O=C(Oc1ccc2c(c1)OCO2)C12CC3CC(CC(C3)C1)C2	0.23	7.6%	i	1201	-0.9	1.1	4.2	13.5%	1.4	7.9	i	1234	-3.6	690	22.4	5.6
COc1ccccc1NC(=O)CSCC(=O)N1c2ccccc2CCc2ccccc21	-0.07	-8.4%	i	859	0.9	1.1	4.4	-2.9%	1.4	-3.2	i	1194	-6.7	660	41.8	6.9
COc1cc2c(cc1OC)CN(CCC(=O)c1ccc(Br)cc1)CC2	-0.23	42.1%	i	1119	-0.3	1.1	2.3	40.2%	2.4	-0.6	i	1257	5.0	712	34.0	3.8
CC(=O)Nc1ccc(NC(=O)CSc2nnc(-c3ccco3)o2)cc1	0.34	1.8%	i	1103	-2.9	1	4.4	-2.0%	2.1	13.0*	+	1623	26.1	684	41.5	3.9
O=C(c1cccnc1)C1CCCN(Cc2nc(Cc3ccccc3)no2)C1 (stereo not given)	-0.7	8.3%	i	1027	-2.8	1.1	4.0	16.2%	2.1	-20.1	i	1537	-9.4	689	43.8	4.9
CCCCN(C(=O)Nc1ccc(OCC)cc1)C1CCN(C(C)=O)CC1	0.03	14.1%	i	1341	0.7	1.1	3.1	7.9%	1.6	5.1	i	1353	.	.	17.6	1.6
Cc1cc(NC(=O)c2cccc(COc3ccc(Br)cc3)c2)no1	1.95	9.3%	i	841	5.1	1	6.0	13.4%	2.1	.	.	1052	5.3	633	22.6	6.7
COc1ccc(CCN2CC(C(=O)NCc3ccco3)CC2=O)cc1OC (stereo not given)	.	1.4%	i	.	.	0.9	1.8	-2.5%	1.3	29.8	i	.	-12.0	798	33.3	5.0
Cc1nc(Nc2ccc(S(=O)(=O)N3CCCC3)cc2)c2nnn(Cc3ccccc3)c2n1	-0.61	2.7%	i	1166	1.5	1	2.3	7.4%	2.6	9.9	i	1275	-5.9	585	14.9	7.2
Cc1cccc(Nc2nc(N)c([N+](=O)[O-])c(N3CCCC(C)C3)n2)c1 (stereo not given)	-2.02	16.4%	i	1041	1.0	1	5.4	22.7%	7.5	-5.5	i	1180	62.0*	638*	26.5	2.7
Cc1ccc(S(=O)(=O)/C(C#N)=C/c2c(N3CC(C)OC(C)C3)nc3ccccn3c2=O)cc1 (stereo not given)	-0.11	1.5%	i	1362	-1.5	1	1.9	4.9%	1.8	-4.8	i	1527	.	.	37.7	6.7
O=S(=O)(Nc1ncccn1)c1ccc(NC(=S)NCc2cccnc2)cc1	0.01	-1.0%	i	1603	-0.6	1	2.8	-0.2%	2.2	26.5	i	1490	0.2	732	30.6	6.5
COc1ccc(-n2cc(CNCc3cccnc3)c(-c3cccc(F)c3)n2)cc1	1.39	12.6%	i	973	-2.9	1	3.9	17.1%	2.7	16.2	i	1373	-3.3	719	28.9	4.1
COc1ccc(CCNC(=O)Cn2c(=O)[nH]c3ccsc3c2=O)cc1OC	0.03	-0.5%	i	1077	1.1	1.1	3.4	-5.6%	2.2	8.5	i	1287	7.8	727	34.3	9.5
CCOc1ccc(-c2nc(CSCC(=O)N3CCN(C(=O)c4ccco4)CC3)c(C)o2)cc1	-0.37	0.5%	i	.	.	1.2	2.0	-2.0%	4.9	1.0	i	1017	.	.	27.0	9.5
Cn1c(=O)c2ncn(CC(=O)Nc3ccc(N4CCOCC4)cc3)c2n(C)c1=O	0.24	-9.1%	i	1196	-2.0	1	2.2	-6.3%	1.4	-8.4	i	814	9.6	775	54.0	8.1
CC1(C)Cc2nc3oc4c(NCCCN5CCOCC5)ncnc4c3cc2CO1	0.05	.	i	1021	-2.6	.	.	.	.	.	.	1472	0.7	748	59.8	.
COc1ccc(NC(=O)c2ccccc2)cc1NS(=O)(=O)c1ccc(F)cc1	0.72	17.3%	i	545	-0.1	1	3.1	6.2%	2.5	7.1	i	1286	2.4	669	45.4	5.4
COc1cccc(C=Nc2ccccc2C#N)c1O	-0.2	18.7%	i	.	.	1	1.7	8.7%	3.4	-0.3	i	1150	5.3	671	35.3	4.7
Cc1cccnc1NC(=O)C(C)Oc1ccccc1 (stereo not given)	.	7.9%	i	.	.	1.1	1.9	11.9%	1.3	-5.3	i	.	1.6	675	34.2	4.7
CCOc1ccc2ccccc2c1C(=O)N[C@@H]1C(=O)N2[C@@H]1SC(C)(C)[C@@H]2C(=O)O	-0.08	-1.9%	i	1081	-0.2	1.1	.	4.2%	.	.	.	1333	2.6	715	17.3&21.0	.
Clc1cc2nc3ccccn3c2cc1Cl	-0.42	12.7%	i	1302	-1.0	1	2.9	17.9%	1.2	-2.2	i	1606	.	.	18.8	1.7
CCOC(=O)c1csc(-c2ccc3c(c2)CCO3)n1	2.51	.	i	1204	-4.1	.	.	.	.	.	.	1261	21.2	721	45.0	.
COc1ccc(/C=C2\SC(=O)N(CCNC(=O)C3CCN(S(=O)(=O)c4cccs4)CC3)C2=O)cc1	0.46	3.5%	i	1132	-0.1	1.1	3.0	13.0%	2.3	0.3	i	1368	-6.2	507	52.3	8.1
O=C(c1cnn2c(C(F)F)cc(-c3ccccc3)nc12)N1CCSCC1	0.39	-4.8%	i	1152	-2.1	1.1	2.3	-6.7%	3.4	6.2	i	1291	6.8	705	17.6	3.3
COCC(C)n1c(C)cc(C(=O)COC(=O)c2n[nH]c3ccccc23)c1C (stereo not given)	.	1.4%	i	1120	-1.8	0.6	2.5	2.5%	1.6	-0.5	i	.	-15.1	667	47.3	5.9
CC(C)CC(=O)Nc1nnc(CSCc2ccc(F)cc2)s1	-0.09	.	i	1229	-0.8	.	.	.	.	.	.	1162	4.0	651	32.0	.
COc1ccccc1OCC(=O)NNc1c2ccccc2nc2ccccc12	-0.13	.	i	1390	-1.9	.	.	.	.	.	.	991	5.8	674	23.1	.
c1ccc(CSc2nnc(-c3c[nH]c4ccccc34)o2)cc1	-0.12	-6.4%	i	763	-5.8	1.1	3.6	-15.6%	2.1	-1.9	i	1375	.	.	21.8	13.9
CC(=O)OCC1OC(OC(C)=O)C(NC(=O)Cc2ccccc2)C(OC(C)=O)C1OC(C)=O (stereo not given)	0.24	-1.0%	i	1003	-1.1	1.1	2.6	2.8%	0.9	-5.3	i	1439	3.4	768	56.0	7.7

# Two compounds picked at random from the list so far, as already listed:
Molecule	Insulin prom up	PMI inhibition	T cell modulator	bCat nuc transl cell count 5 µM	bCat nuc transl	TNAP activators	MT stabilize HCS	human PMI inhibition	MT stabilize HCS Hoechst-high %	Autophagy HCS cell loss 18 h	Autophagy HCS	Insulin prom up cell count	Lipid droplet	Lipid droplet cells 6.5 µM	T cell modulator vesicle-bound %	MT stabilize HCS cytotoxicity %
O=S(=O)(Nc1ncccn1)c1ccc(NC(=S)NCc2cccnc2)cc1	0.01	-1.0%	i	1603	-0.6	1	2.8	-0.2%	2.2	26.5	i	1490	0.2	732	30.6	6.5
Cc1nc(Nc2ccc(S(=O)(=O)N3CCCC3)cc2)c2nnn(Cc3ccccc3)c2n1	-0.61	2.7%	i	1166	1.5	1	2.3	7.4%	2.6	9.9	i	1275	-5.9	585	14.9	7.2

# (further entries)
Molecule	Insulin prom up	PMI inhibition	T cell modulator	bCat nuc transl cell count 5 µM	bCat nuc transl	TNAP activators	MT stabilize HCS	human PMI inhibition	MT stabilize HCS Hoechst-high %	Autophagy HCS cell loss 18 h	Autophagy HCS	Insulin prom up cell count	Lipid droplet	Lipid droplet cells 6.5 µM	T cell modulator vesicle-bound %	MT stabilize HCS cytotoxicity %
Nc1ccc(SC(F)(F)F)cc1	.	-18.7%	i	1089	-0.3	1.1	4.5	-33.0%	2.6	-1.2	i	.	4.6	704	35.8	8.9
Cc1ccc(C(NC(=O)N2CCOCC2)=C(Cl)Cl)cc1F	-0.26	2.0%	i	1130	3.0	1.1	4.0	3.3%	1.8	9.4	i	724	0.6	743	23.1	1.4
CCN(C(=O)c1cc2cc(OC)ccc2oc1=O)c1cccc(C)c1	.	5.3%	i	1254	-15.7	1.2	1.2	9.6%	1.1	3.7	i	.	13.9	774	7.3	7.6
O=C1C2C3C=CC(c4ccccc4)(C2C(=O)N1c1cccc(Cl)c1)C1C(=O)N(c2cccc(Cl)c2)C(=O)C31 (stereo not given)	-1.38	12.1%	i	1097	-1.4	0.9	3.0	14.4%	0.7	9.9	i	1328	-1.1	591	11.1	11.4
Cc1ccc(S(=O)(=O)/N=C(\CN2CCOCC2)N2CCCC2)cc1	-0.1	-1.0%	i	1012	-7.2	1.2	3.2	3.6%	3.0	-7.9	i	1310	.	.	21.2	7.3
CN(CCOc1ccc(-c2ccn(S(=O)(=O)c3ccc(Cl)cc3)n2)cc1)c1ccccn1	.	10.3%	i	.	.	1	3.9	12.3%	1.7	-18.6	i	.	.	.	34.9	3.2
Cc1ccc(S(=O)(=O)NC(C)C(=O)Nc2cccc([N+](=O)[O-])c2)cc1 (stereo not given)	-0.22	5.1%	i	1054	-4.0	1.2	3.5	3.1%	2.6	7.8	i	1495	2.7	671	44.3	16.7
O=C(Nc1ccncc1)c1ccccc1[N+](=O)[O-]	0.67	4.1%	i	1162	-2.1	1.1	3.1	7.8%	2.6	-12.6	i	1142	4.2	705	47.5	10.6

# Screens as filed in PubChem BioAssay.
